Compound activity: PubChem, several laboratories
PrPC TRFRET: reduces human prion protein on the cell surface. inhibition, % at 13.8 µM. cell surface PrPC, TR-FRET read-out. P04156. 370,000 compounds, 0.43% hits; in the data active = inhibition above about 24%; note: 0% = median of the test wells and 100% = reference compound wells
MazEF act: activators of E. coli MazEF toxin-antitoxin RNase; P0AE70; FAM/BHQ RNA-DNA oligo cleavage fluorescence, 5 h; activation, % at 20 µM; 350,000 compounds, 0.32% hits; in the data active = activation above about 50%
Target sequence (P0AE70 whole entry, looked up): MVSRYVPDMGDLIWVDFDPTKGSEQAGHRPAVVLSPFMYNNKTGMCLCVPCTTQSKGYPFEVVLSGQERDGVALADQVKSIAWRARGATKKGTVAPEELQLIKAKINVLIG
UGM FP inh: Mtb UDP-galactopyranose mutase inhibition. 320,000 compounds, 0.06% hits. AID 504406. inhibition, % at 10 µM. P9WIQ1. purified UGM, fluorescence polarization probe displacement; in the data active = inhibition above about 10%, passing the limit was not always enough; inconclusive = no clear call, values can overlap the other calls
Target sequence (P9WIQ1 whole entry, looked up): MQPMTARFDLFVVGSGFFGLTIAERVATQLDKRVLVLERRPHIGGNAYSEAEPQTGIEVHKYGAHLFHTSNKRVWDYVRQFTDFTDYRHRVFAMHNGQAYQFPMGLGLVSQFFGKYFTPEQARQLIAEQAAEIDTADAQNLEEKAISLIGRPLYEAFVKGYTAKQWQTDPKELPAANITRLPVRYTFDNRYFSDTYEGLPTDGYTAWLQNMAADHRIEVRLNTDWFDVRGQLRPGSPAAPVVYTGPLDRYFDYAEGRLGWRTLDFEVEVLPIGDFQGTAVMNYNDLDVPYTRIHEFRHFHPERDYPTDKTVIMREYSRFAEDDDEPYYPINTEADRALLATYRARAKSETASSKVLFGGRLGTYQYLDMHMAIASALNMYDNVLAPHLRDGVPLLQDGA
FadD28 binding: blocks FadD28 binding to the bisubstrate probe | fluorescence polarization | inhibition, % at 12.5 µM | 360,000 compounds, 0.22% hits; in the data active = inhibition above about 8.5%, passing the limit was not always enough; inconclusive = no clear call, values can overlap the other calls
Mtb FBA inh: inhibitors of M. tuberculosis fructose-bisphosphate aldolase; P9WQA3; purified M. tuberculosis FBA, fluorescence read-out; inhibition, % at 1 µM; 360,000 compounds, 2.3% hits; AID 588726; in the data active = inhibition above about 27%;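 note: 0% = vehicle and 100% = reference inhibitor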
Mtb BioA inh: inhibitors of Mycobacterium tuberculosis BioA enzyme | AID 602481 | 360,000 compounds, 0.096% hits | inhibition, % at 9.99 µM | purified M. tuberculosis BioA enzyme, plate reader; in the data active = inhibition above about 40%; inconclusive = no clear call, values can overlap the other calls
Rv3671c protease: inhibits the M. tuberculosis serine protease Rv3671c; P9WHR9; inhibition, % at 5.96 µM; 320,000 compounds, 0.048% hits; in the data active = inhibition above about 38%;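 note: extracellular domain of Rv3671c used as enzyme; 0% = enzyme with DMSO and 100% = no enzyme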
Target sequence (P9WHR9 whole entry, looked up, the tested form may be a part): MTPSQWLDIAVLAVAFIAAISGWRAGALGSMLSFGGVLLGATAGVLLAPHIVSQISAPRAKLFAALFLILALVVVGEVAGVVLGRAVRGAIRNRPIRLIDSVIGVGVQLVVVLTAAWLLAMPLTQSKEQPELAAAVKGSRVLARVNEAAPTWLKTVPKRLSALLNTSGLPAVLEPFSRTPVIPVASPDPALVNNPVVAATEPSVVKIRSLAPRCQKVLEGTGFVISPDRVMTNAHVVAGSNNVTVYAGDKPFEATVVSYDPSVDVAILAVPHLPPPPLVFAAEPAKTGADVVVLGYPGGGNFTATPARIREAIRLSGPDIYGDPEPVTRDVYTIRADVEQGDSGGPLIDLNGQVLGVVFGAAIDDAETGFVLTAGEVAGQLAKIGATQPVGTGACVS
BoNT F protease: blocks Botulinum neurotoxin F light chain protease; AID 588497; Multiplex microsphere protease cleavage assay, flow cytometry; inhibition, % at 10 µM; 360,000 compounds, 0.22% hits; in the data active = inhibition above about 35%, passing the limit was not always enough; inconclusive = no clear call, values can overlap the other calls; note: plate controls were buffer without enzyme for full effect and enzyme alone for no effect
GDH-TPI counter: GDH-TPI coupled enzyme inhibition counter-screen | inhibition, % at 4.8 µM | 360,000 compounds, 1.2% hits | AID 588335 | GDH-TPI coupled enzyme counterscreen, NADH absorbance; in the data active = inhibition above about 30%;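 note: 0% = DMSO wells and 100% = wells lacking the enzyme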
The depositor's hits bear a star; ? = inconclusive; / = not tested or not shown.

Every second line gives: PrPC TRFRET, MazEF act, UGM FP inh, FadD28 binding, Mtb FBA inh, Mtb BioA inh, Rv3671c protease, BoNT F protease, GDH-TPI counter
> COC(=O)/C=C(\Oc1ccccc1)C1(O)CCCCC1
 : -3.3, -3.3, -0.1, -3.0, 1.0, -1.1, 13.5, ?, -7.5
> CCN(CC)CC(=O)Nn1c(C)nc2c(ncn2-c2ccccc2)c1=O
 : 7.6, 3.3, 1.4, -4.0, -1.3, /, 3.2, 6.4, -5.2
> CCC(CC)C(=O)Nc1cccc(-c2nc3ccccc3o2)c1
 : 0.6, -1.6, -1.1, -0.3, 2.6, -0.5, -0.1, 1.0, 6.6
> CC(O)(c1ccc(F)c(F)c1)c1nc(-c2cccc(C(=O)O)c2)cs1 (stereo unspecified)
 : 4.3, /, /, -6.0, 0.8, 1.6, /, 0.9, 7.1
> COc1ccccc1CN1CCC(CNS(=O)(=O)c2cc(-c3cc(C)no3)ccc2OC)CC1
 : -17.1, 14.0, -0.3, -1.4, 1.1, 1.5, -5.0, -0.8, 4.2
> COc1ccccc1Nc1c2c(nc3ccccc13)CCC2
 : 18.3, -8.5, -1.8, 0.5, 3.9, -1.5, -9.4, 12.1, 21.0
> Cc1ccsc1C(=O)NCC(c1cccs1)N1CCOCC1 (stereo unspecified)
 : 6.1, 4.7, /, -0.6, -1.3, 2.7, /, 2.6, 2.7
> O=C(O)c1cc(-c2ccc(Cl)c(Cl)c2)n(-c2ccccc2)n1
 : 0.4, -2.6, 2.6, -2.7, -2.6, /, 0.4, 16.1, 3.7
> CCOC(=O)CNC(=O)CSc1nc(Cc2ccccc2)nc2ccccc12
 : 18.3, -25.1, 1.3, -4.7, -1.2, -0.1, -3.5, 3.5, 1.7
> Cc1ccc(C(=O)Nc2ccc3c(c2)OCO3)o1
 : 7.5, 0.5, 2.0, -1.0, 1.4, -2.5, 12.7, -10.8, -3.8
> CCN1C(=O)C(CC(=O)Nc2ccc(OC)cc2)N(CCc2ccccc2F)C1=S (stereo unspecified)
 : 5.5, -5.8, 0.7, -3.4, -1.1, /, 3.6, ?, 2.4
> c1ccc(-c2nc3nonc3nc2-c2ccccc2)cc1
 : -36.3, 3.9, -3.0, -2.3, 3.0, -1.8, -2.0, 3.6, 3.0
> COc1ccccc1OCC(=O)N(Cc1nc(-c2ccccc2)no1)C1CCCCC1
 : 7.1, 2.0, 0.6, -5.8, -1.9, 2.1, 1.0, -5.5, 5.3
> Cc1ccccc1-n1c(O)c(/C=N/NC(=O)c2ccccc2O)c(=O)[nH]c1=S
 : -2.8, 1.6, -2.0, 4.2, 4.8, 3.5, -2.8, -11.7, 31.1*
> O=C(N/N=C\c1cc(Br)cs1)C1COc2ccccc2O1 (stereo unspecified)
 : 6.3, 3.5, -2.8, -2.5, -0.7, 1.1, -1.1, -4.9, -3.1

Sorted by molecular weight (lowest first): 4 of the compounds above.
Every second line gives: PrPC TRFRET, MazEF act, UGM FP inh, FadD28 binding, Mtb FBA inh, Mtb BioA inh, Rv3671c protease, BoNT F protease, GDH-TPI counter
> Cc1ccc(C(=O)Nc2ccc3c(c2)OCO3)o1
 : 7.5, 0.5, 2.0, -1.0, 1.4, -2.5, 12.7, -10.8, -3.8
> O=C(O)c1cc(-c2ccc(Cl)c(Cl)c2)n(-c2ccccc2)n1
 : 0.4, -2.6, 2.6, -2.7, -2.6, /, 0.4, 16.1, 3.7
> Cc1ccsc1C(=O)NCC(c1cccs1)N1CCOCC1 (stereo unspecified)
 : 6.1, 4.7, /, -0.6, -1.3, 2.7, /, 2.6, 2.7
> Cc1ccccc1-n1c(O)c(/C=N/NC(=O)c2ccccc2O)c(=O)[nH]c1=S
 : -2.8, 1.6, -2.0, 4.2, 4.8, 3.5, -2.8, -11.7, 31.1*

The listing continues:
Every second line gives: PrPC TRFRET, MazEF act, UGM FP inh, FadD28 binding, Mtb FBA inh, Mtb BioA inh, Rv3671c protease, BoNT F protease, GDH-TPI counter
> N=C1c2ccccc2CN1CC(=O)c1ccccc1
 : -2.8, -8.6, 1.0, -0.6, 8.5, /, -2.4, 4.6, 1.5
> CCOC(=O)c1ccc2c(c1)nc(C)n2CC
 : 3.3, 1.3, -0.8, -4.3, -12.1, 0.9, -15.9, -4.2, -9.3
> CC(=O)c1ccc(NC(=O)Nc2ccc3c(c2)N(C)C(=O)CS3)cc1
 : 3.8, 9.0, -0.2, ?, -2.6, 1.0, -20.6, -21.2, 18.6
> COc1ccccc1C(=O)N1CCN(S(=O)(=O)c2ccccc2)CC1
 : 6.9, 2.2, 1.4, 0.2, 1.4, -0.2, 9.6, -2.4, 0.0
> Cc1ccc(NC(=O)CN(C)C(=O)c2ccc(NS(=O)(=O)c3ccc4[nH]c(=O)[nH]c4c3)cc2)cc1
 : 2.4, -1.9, 0.7, -0.6, -0.1, 0.4, -15.9, -14.0, 17.3
> COC(=O)C1CCN(C(=O)COC(=O)c2ccc(OC)c(S(=O)(=O)N3CCCc4ccccc43)c2)CC1
 : -13.4, -28.7, -2.1, -2.0, 4.4, /, -3.6, -3.0, 0.0
> COC(=O)c1ccc(C(=O)NC2CC(C)(C)Cc3c2cnn3-c2ccc(F)cc2)nc1 (stereo unspecified)
 : 2.2, 0.6, 3.2, -3.2, -2.0, 10.6, 6.1, 2.8, 0.0
> CC(C)NC(=O)CCN1C(=O)c2ccccc2Sc2ncccc21
 : 4.6, 7.0, -0.3, -0.3, -2.5, /, -0.2, -17.4, -1.5
> O=P(OC1CCCCC1)(OC1CCCCC1)C(O)c1ccccc1 (stereo unspecified)
 : -4.0, 9.8, -1.9, -1.6, 1.6, 0.4, 4.1, -1.4, -0.3
> COc1ccc(C2CC(c3ccccc3)=NN2C(=O)CSc2nnnn2-c2cccc(C)c2)cc1 (stereo unspecified)
 : 8.3, 1.7, 2.0, -0.5, 4.6, -0.7, -6.8, -2.4, 4.3
> CCC(=C(c1ccc(OC)cc1)c1ccc(OC)cc1)c1cn(CC(O)CN2CCN(C)CC2)c2ccccc12 (stereo unspecified)
 : -22.5, -17.0, -2.2, -0.8, 1.1, 0.3, 15.6, -10.8, 3.7
> CN(C(=O)COC(=O)c1ccc(Cl)c(S(=O)(=O)N2CCCCC2)c1)C1(C#N)CCCCC1
 : -2.6, -7.5, -5.0, -0.8, -0.9, 1.3, -0.5, -0.5, 15.0
> COC(=O)c1sccc1NC(=O)c1ccc2c(c1)OCO2
 : -5.5, 25.4, 0.6, -2.9, -1.6, 0.7, -1.8, -7.4, -2.5
> COCC(=O)Nc1ccc(S(=O)(=O)N2CCCC2)cc1
 : 11.5, -2.3, 4.6, -0.4, -1.2, 0.9, -14.2, -3.7, 1.7
> Cn1nnc(CC[N+](C)(C)C)n1
 : -4.0, -18.9, 0.6, -3.4, 6.6, -1.7, 6.6, -5.7, -1.5
> O=S(=O)(c1ccc(NC(=S)N/N=C/c2c3ccccc3cc3ccccc23)cc1)N1CCOCC1
 : -12.4, -4.0, 4.3, -2.4, -1.2, /, -10.0, 1.7, 16.8
> CC(=O)N/C(N)=N/c1nc2cc([N+](=O)[O-])ccc2o1
 : -7.6, 4.7, 2.5, -2.4, -2.7, /, -7.7, ?, 21.0
> Cc1cc(NC(=O)CSc2ncnc3sccc23)no1
 : 11.7, 0.3, 2.8, -0.2, 1.8, -0.8, -8.9, -4.4, 4.1
> O=C1CC(c2ccco2)CC(O)=C1C=NCCN1CCNCC1 (stereo unspecified)
 : -5.1, -1.5, 0.6, -1.8, -1.5, /, -7.4, 3.2, -0.9
> C#CCOCCOCCOCCNc1nc(N2CCOCC2)nc(N2CCN(C(=O)[C@H](CC(N)=O)n3cc([C@@H](N)C(C)C)nn3)CC2)n1
 : -0.6, 5.4, 0.8, -1.2, 1.5, -0.3, 2.7, -7.0, -1.3
> Oc1ccccc1CNn1cnnc1
 : -3.2, -2.5, -0.6, -3.8, -0.3, /, -1.3, -4.0, 1.4
> COc1ccc(CCN(C(=S)Nc2ccccc2)C2CC(=O)N(c3ccccc3)C2=O)cc1 (stereo unspecified)
 : 6.5, 0.8, 0.6, -4.0, 3.5, -0.1, -10.0, 8.5, 4.2
> Cc1ccc(Cl)cc1NS(=O)(=O)c1ccccc1
 : 3.4, -2.8, /, -5.0, -3.4, 0.1, /, 1.7, -10.2
> COc1cc(C(=O)NCC(=O)N2CCN(S(=O)(=O)c3ccccc3C(F)(F)F)CC2)cc(OC)c1OC
 : 1.0, 4.4, 1.1, -7.8, -0.9, 0.4, -3.9, -0.3, -7.7
> CCNS(=O)(=O)c1ccc(CCC(=O)NCCc2ccc(OC)cc2)cc1
 : 6.8, -10.5, -0.4, 0.7, 0.6, -0.3, 9.2, 3.1, -0.3
> O=C1/C(=C/c2ccco2)SC(=S)N1CC1CCCO1 (stereo unspecified)
 : -5.2, 9.6, 0.4, 3.9, -1.2, -2.3, 1.1, ?, 1.6
> CSc1ccc(CN2CCC2(C)C(=O)Nc2ccc(C)c(O)c2)cc1 (stereo unspecified)
 : -8.5, /, /, -3.0, -1.6, -0.6, /, -1.0, 2.2
> CSc1ccccc1NC(=O)c1cnccn1
 : -0.5, 4.7, -0.6, -1.8, -0.6, /, 4.1, -5.5, 22.9
> Cc1cc(Cl)ccc1OCCCC(=O)NN
 : 3.4, 7.1, 5.4, -2.2, -0.3, 0.7, -4.1, -3.0, 2.9
> COc1cccc(N2CCN(C(=O)CCSCc3ccccc3F)CC2)c1
 : -1.5, -4.4, 3.6, -2.1, -0.7, /, 0.9, -1.8, 8.5
> CC1(c2nnc(Cc3ccccc3)o2)CC(c2ccc(Br)cc2)=NO1 (stereo unspecified)
 : -2.4, 1.8, 0.4, -1.8, 5.0, -3.7, -17.4, -3.9, 9.2
> O=C(O)c1cc(S(=O)(=O)NCc2ccco2)c(Cl)cc1Cl
 : 0.9, -1.8, 0.9, -2.7, -1.1, 0.0, -4.2, 7.8, 0.0
> O=C(Nc1ccccc1C(=O)N1CCOCC1)c1cccnc1
 : 9.2, 1.2, 2.2, 0.3, -1.2, -1.9, -5.6, 4.5, 2.4
> CC(C)CCOP(=O)(c1ccc(N(C)C)cc1)C(O)c1ccc(N(C)C)cc1 (stereo unspecified)
 : 0.1, -5.3, 2.1, 0.6, 2.7, -1.1, 10.5, 12.3, 4.0
> O=S1(=O)CC2(N3CCOCC3)CCCCCCC21 (stereo unspecified)
 : 0.1, -7.6, -0.9, 0.3, 0.8, 1.5, -5.5, -1.1, 5.0
> CC1CN(C(=O)C(C)N2CCN(c3cccc(Cl)c3)CC2)CC(C)O1 (stereo unspecified)
 : 7.5, 6.6, 2.2, -0.4, 4.4, /, 7.0, -8.4, 6.7
> CCOC(=O)N1CCN(C(=O)c2oc3ccc(S(=O)(=O)N(CC)CC)cc3c2C)CC1
 : 0.9, 6.4, 0.8, -0.6, -4.3, 0.6, 6.7, -0.5, 15.0
> COc1cccc(CNS(=O)(=O)c2cc3c(cc2Cl)NC(=O)CO3)c1
 : -0.3, -9.2, 2.5, -3.7, -1.7, -1.4, -3.0, -7.8, 2.0
> CCCN(C(=O)c1cc(Cl)nc2ccccc12)c1c(N)n(Cc2ccccc2)c(=O)[nH]c1=O
 : 4.5, -5.1, -0.2, 1.0, 0.2, -4.2, -5.0, 0.5, 8.6
> COc1ccc(OCC(=O)NCCNC(=O)c2ccccn2)cc1
 : -9.3, 3.8, -1.9, /, 2.4, -7.5, 8.9, -2.8, -0.4
